High-throughput results as filed in PubChem.
NPR2 activator: GC-B (human) receptor activation | hit rate 0.11% among 370,000 | AID 1920062 | activation, % at 10 µM | HEK293-GC-B cells, CNP EC30, cGMP TR-FRET; 0% at EC30 CNP, 100% saturating CNP | P20594;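 active = activation at 10 µM reaching about 35% in either raw or pattern-adjusted values, limit read from the data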
rCAG binder: molecules binding r(CAG) RNA repeats | r(CAG) RNA repeat, TO-PRO-1 dye displacement fluorescence | inhibition, % at 3 µM | hit rate 1.3% among 370,000;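 active = inhibition above the plate cutoff, the mean of all test compounds on that plate plus 3 SD, cut at about 35% in these data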;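 note: 0% = DMSO alone and 100% = 100 µM mitoxantrone as full dye displacement; higher means more dye released from RNA so lower well fluorescence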
HTRA1 inhibitor: HTRA1 (human) protease inhibition | Q92743 | recombinant HTRA1, FP-rhodamine activity-based probe, fluorescence polarization | inhibition, % at 5.96 µM | hit rate 0.5% among 340,000; in the data active = inhibition above about 36%;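 note: 0% = enzyme with DMSO and 100% = wells lacking enzyme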
PRMT1 FP inh: inhibitors of human PRMT1; Q99873; recombinant PRMT1, activity-based probe fluorescence polarization; AID 652257; hit rate 1.3% among 370,000; inhibition, % at 2.79 µM;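 active = inhibition above about 21% made by adding two undisclosed values, limit read from the data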
TCR CD3 inh: blocks the human TCR-CD3 interaction; TAMRA-labeled TCR probe fluorescence, biochemical; inhibition, % at 9.4 µM; hit rate 0.37% among 360,000; AID 651800; in the data active = inhibition above about 19%;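 note: recombinant mutant TCR 2C K166C tagged with TAMRA read by polarization; 0% = receptor in buffer alone and 100% = receptor with positive control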
MBD2 inh: inhibitors of human MBD2 binding to methylated oligonucleotide; inhibition, % at 4.4 µM; hit rate 0.31% among 370,000; Q9UBB5; TR-FRET; in the data active = inhibition above about 13%
NPR1 activator: GC-A (human) enzyme activation | P16066 | HEK293 GC-A cells, cGMP TR-FRET, EC30 ANP; 0% at EC30 ANP, 100% saturating ANP | activation, % at 10 µM | hit rate 0.14% among 370,000 | AID 1671463; in the data active = activation above about 40%
Target sequence (P16066 whole entry, looked up): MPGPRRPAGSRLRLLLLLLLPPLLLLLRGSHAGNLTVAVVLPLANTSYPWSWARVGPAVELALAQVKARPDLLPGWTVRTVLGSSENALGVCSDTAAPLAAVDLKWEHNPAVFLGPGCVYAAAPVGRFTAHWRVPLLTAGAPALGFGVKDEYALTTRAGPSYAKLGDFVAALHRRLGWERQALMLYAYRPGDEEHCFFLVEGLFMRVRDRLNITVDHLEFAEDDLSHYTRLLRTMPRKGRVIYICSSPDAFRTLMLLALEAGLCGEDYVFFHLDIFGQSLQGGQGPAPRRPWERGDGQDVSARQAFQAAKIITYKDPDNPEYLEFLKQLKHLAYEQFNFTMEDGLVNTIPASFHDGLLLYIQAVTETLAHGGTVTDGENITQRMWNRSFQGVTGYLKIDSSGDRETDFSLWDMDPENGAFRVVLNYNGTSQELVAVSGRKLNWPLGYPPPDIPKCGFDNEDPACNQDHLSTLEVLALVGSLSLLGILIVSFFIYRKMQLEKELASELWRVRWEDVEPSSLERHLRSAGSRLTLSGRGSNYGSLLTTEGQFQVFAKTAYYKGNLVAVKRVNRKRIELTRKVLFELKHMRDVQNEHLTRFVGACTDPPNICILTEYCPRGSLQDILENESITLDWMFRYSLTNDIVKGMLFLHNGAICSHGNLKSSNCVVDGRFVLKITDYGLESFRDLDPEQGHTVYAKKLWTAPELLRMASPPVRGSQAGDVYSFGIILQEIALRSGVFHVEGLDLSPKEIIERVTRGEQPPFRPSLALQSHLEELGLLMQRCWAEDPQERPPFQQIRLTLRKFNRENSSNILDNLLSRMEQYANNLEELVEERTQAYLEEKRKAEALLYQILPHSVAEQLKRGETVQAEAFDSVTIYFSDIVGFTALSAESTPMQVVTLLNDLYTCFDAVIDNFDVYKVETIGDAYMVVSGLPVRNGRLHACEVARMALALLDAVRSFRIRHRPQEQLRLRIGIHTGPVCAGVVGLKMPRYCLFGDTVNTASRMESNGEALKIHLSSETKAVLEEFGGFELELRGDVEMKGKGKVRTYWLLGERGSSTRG
ABHD4 inh: inhibits mouse alpha/beta hydrolase domain 4 | Q8VD66 | purified mABHD4, FP-Rh probe fluorescence polarization | inhibition, % at 8.92 µM | hit rate 0.54% among 370,000;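 active = inhibition exceeding the mean over every tested compound plus 3 SD, cut at about 30% in these data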;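 note: 0% = plate median of compound wells and 100% = S159A mutant with DMSO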
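System: mouse ABHD4 enzyme, wild type / Medium: HEPES pH 7.0, NaCl, Pluronic buffer / Reagent: FP-Rh activity-based fluorescent probe / Control set: S159A mutant high control, sample median low control / Detection: fluorescence polarization with parallel and perpendicular emission, 525/598 nm / Schedule: 45 min + 60 min at 25 °C / Compound dosing: 8.92 µM, single dose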
UHRF1 binding: blocks human UHRF1 binding to methylated DNA | inhibition, % at 4.4 µM | Q96T88 | UHRF1 binding to methylated oligo, TR-FRET | hit rate 0.75% among 370,000; in the data active = inhibition above about 21%;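 note: UHRF1 SRA domain binding a hemimethylated CpG hairpin DNA probe; 0% = median of test compound wells and 100% = reference inhibitor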
SIAE inh: inhibitors of human sialic acid acetylesterase SIAE | Q9HAT2 | SIAE FP-Rh probe binding, fluorescence polarization | inhibition, % at 9.66 µM | hit rate 0.69% among 370,000;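 active = inhibition above a cutoff: mean of compounds within the control limits plus 3 SD of those, cut at about 17% in these data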;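 note: 0% = plate median of compound wells and 100% = probe without SIAE protein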
Starred values were filed as active, the others as inactive.

Screening CC/C(=N/Nc1ccccc1)c1cnnc(SC)n1 returned NPR2 activator 16, rCAG binder 4, HTRA1 inhibitor -14, PRMT1 FP inh 2, TCR CD3 inh 2, MBD2 inh -8, NPR1 activator 16, ABHD4 inh 2, UHRF1 binding -8 and SIAE inh 4.
For O=C(NCCN1CCOCC1)c1ccc2c(c1)N(Cc1ccccc1)C(=O)CS2 the results were NPR2 activator 3, rCAG binder 6, HTRA1 inhibitor 3, PRMT1 FP inh 1, TCR CD3 inh -1, MBD2 inh 4, NPR1 activator 2, ABHD4 inh 5, UHRF1 binding 4 and SIAE inh -5.
CC(C)c1nnc(NC(=O)c2sc3ccccc3c2Cl)s1 was read as NPR2 activator -1, rCAG binder 7, HTRA1 inhibitor -3, PRMT1 FP inh -1, TCR CD3 inh 2, MBD2 inh 2, NPR1 activator 2, ABHD4 inh -20, UHRF1 binding 4 and SIAE inh -9.
`CCOc1cc(N2CCOCC2)c(OCC)cc1NC(=O)c1oc2ccccc2c1C` gave NPR2 activator 3, rCAG binder -1, HTRA1 inhibitor 7, PRMT1 FP inh 4, TCR CD3 inh -2, MBD2 inh 6, NPR1 activator -8, ABHD4 inh 8, UHRF1 binding 0 and SIAE inh 7.
Cc1cc(C)cc(C(=O)Nc2cccnc2)c1 was read as NPR2 activator 1, rCAG binder -1, HTRA1 inhibitor 3, PRMT1 FP inh 3, TCR CD3 inh -1, MBD2 inh 3, NPR1 activator 1, ABHD4 inh -3, UHRF1 binding 0 and SIAE inh 0.
For Cc1ccc(CNC(=O)C2CC(c3ccccc3C(F)(F)F)=NO2)cc1 (stereo not given) the results were NPR2 activator -3, rCAG binder -3, HTRA1 inhibitor -5, PRMT1 FP inh 1, TCR CD3 inh -2, MBD2 inh 4, NPR1 activator 2, ABHD4 inh 3, UHRF1 binding -3 and SIAE inh 0.
COc1ccc([N+](=O)[O-])cc1Nc1ncnc2ccccc12 was read as NPR2 activator -4, rCAG binder 4, HTRA1 inhibitor -3, PRMT1 FP inh -1, TCR CD3 inh 4, MBD2 inh -2, NPR1 activator -1, ABHD4 inh -2, UHRF1 binding -4 and SIAE inh 3.
For O=C(CN1C(=O)C(=O)N(CCC2=CCCCC2)C1=O)Nc1ccc(F)cc1F the results were NPR2 activator -1, rCAG binder 2, HTRA1 inhibitor 4, PRMT1 FP inh 2, TCR CD3 inh -1, MBD2 inh 3, NPR1 activator 1, ABHD4 inh 3, UHRF1 binding 11 and SIAE inh 5.
`Cc1cc(Br)cc(C)c1OCC(=O)NNC(=O)c1cccs1` gave NPR2 activator 2, rCAG binder -3, HTRA1 inhibitor -3, PRMT1 FP inh -1, TCR CD3 inh 4, MBD2 inh -5, NPR1 activator 1, ABHD4 inh -2, UHRF1 binding 1 and SIAE inh -9.
`Cc1cc(Nc2ccc([N+](=O)[O-])cc2)nc2ccccc12` gave NPR2 activator -2, rCAG binder 18, HTRA1 inhibitor -3, PRMT1 FP inh -3, TCR CD3 inh -9, MBD2 inh -6, NPR1 activator 4, ABHD4 inh -4, UHRF1 binding 10 and SIAE inh -8.
CC1(C)Cc2c(c(-c3ccccc3Cl)[nH]c(=O)c2C#N)CO1 was read as NPR2 activator 0, rCAG binder 1, HTRA1 inhibitor -1, PRMT1 FP inh -2, TCR CD3 inh -2, MBD2 inh -3, NPR1 activator 4, ABHD4 inh -5, UHRF1 binding 2 and SIAE inh -6.
For Cc1oc(C(N)=O)cc1COc1ccc(C(N)=O)cc1 the results were NPR2 activator 4, rCAG binder -1, HTRA1 inhibitor 9, PRMT1 FP inh -3, TCR CD3 inh 1, MBD2 inh -2, NPR1 activator 6, ABHD4 inh 0, UHRF1 binding 0 and SIAE inh 3.
Screening CCc1c(C(=O)C(C)O)c2n3c1CCC[C@@H]3CC2 (stereo not given in full) returned NPR2 activator -3, PRMT1 FP inh 4, MBD2 inh 9, NPR1 activator 0, ABHD4 inh 7, UHRF1 binding 1 and SIAE inh 9.
For CC(O)[C@H]1CN=C(N)N1CC1CCCCC1 (stereo not given in full) the results were NPR2 activator 4, rCAG binder 4, HTRA1 inhibitor 7, PRMT1 FP inh -3, TCR CD3 inh 2, MBD2 inh -1, NPR1 activator 2, ABHD4 inh 5, UHRF1 binding 0 and SIAE inh -4.
For COc1ccc(OC(=O)c2ccc(Cl)cc2)c(C(C)=O)c1 the results were NPR2 activator -1, rCAG binder -5, HTRA1 inhibitor -1, PRMT1 FP inh -3, TCR CD3 inh 1, MBD2 inh -1, NPR1 activator 0, ABHD4 inh 1, UHRF1 binding 1 and SIAE inh 0.
For CC(=O)N1CCc2cc(S(=O)(=O)NC(CC(C)C)C(=O)N3CCn4c3nc3ccccc34)ccc21 (stereo not given) the results were NPR2 activator -4, rCAG binder 1, HTRA1 inhibitor -1, PRMT1 FP inh 3, TCR CD3 inh -8, MBD2 inh 2, NPR1 activator -6, ABHD4 inh 0, UHRF1 binding 6 and SIAE inh -4.
For Cc1ccc(S(=O)(=O)N(C)C[C@@H]2OCc3cnnn3CCCC(=O)N([C@@H](C)CO)C[C@H]2C)cc1 the results were NPR2 activator 1, rCAG binder 2, HTRA1 inhibitor 5, PRMT1 FP inh 5, TCR CD3 inh -5, MBD2 inh 4, NPR1 activator 2, ABHD4 inh -8, UHRF1 binding 1 and SIAE inh 4.
`CCCCN(C)CCN1C(=O)C2C(C(=O)Nc3ccc(Cl)cc3)C3C=CC2(O3)C1C(=O)NC1CCCCC1` (stereo not given) gave NPR2 activator -4, rCAG binder -3, HTRA1 inhibitor -6, PRMT1 FP inh 2, TCR CD3 inh 8, MBD2 inh 0, NPR1 activator -2, ABHD4 inh 1, UHRF1 binding 2 and SIAE inh -2.
For CC(=O)c1sc(NC(=O)CSC(C)C(=O)Nc2cc(C)on2)nc1-c1ccccc1 (stereo not given) the results were NPR2 activator -10, rCAG binder 0, HTRA1 inhibitor -3, PRMT1 FP inh -2, TCR CD3 inh 2, MBD2 inh 1, NPR1 activator 1, ABHD4 inh -3, UHRF1 binding 1 and SIAE inh 2.
For Cc1ccc(C(=O)O)cc1S(=O)(=O)NCC1CCCO1 (stereo not given) the results were NPR2 activator -2, rCAG binder 0, HTRA1 inhibitor 8, PRMT1 FP inh -1, TCR CD3 inh 0, MBD2 inh -2, NPR1 activator 0, ABHD4 inh 1, UHRF1 binding -3 and SIAE inh 9.
Screening Cn1nc2c3ccccc3n(Cc3ccc(F)cc3)c2nc1=S returned NPR2 activator 5, rCAG binder -1, HTRA1 inhibitor 6, PRMT1 FP inh -1, TCR CD3 inh 5, MBD2 inh -3, NPR1 activator 1, ABHD4 inh -2, UHRF1 binding -3 and SIAE inh 4.
`O=C(c1ccc(Sc2ccccc2)c([N+](=O)[O-])c1)N1CCOCC1` gave NPR2 activator -1, rCAG binder -3, HTRA1 inhibitor 1, PRMT1 FP inh -4, TCR CD3 inh 5, MBD2 inh 1, NPR1 activator -1, ABHD4 inh -6, UHRF1 binding 1 and SIAE inh -15.
C=CCn1cnc2c(c1=O)c1nc3ccccc3nc1n2/N=C/c1cccc(OC)c1OC was read as NPR2 activator -3, rCAG binder 4, HTRA1 inhibitor 3, PRMT1 FP inh -2, TCR CD3 inh -6, MBD2 inh -2, NPR1 activator -1, ABHD4 inh -2, UHRF1 binding 0 and SIAE inh -1.
Screening NS(=O)(=O)c1ccc(CCNC(=O)c2cccc(OC(F)F)c2)cc1 returned NPR2 activator 1, rCAG binder -3, HTRA1 inhibitor 4, PRMT1 FP inh 2, TCR CD3 inh 6, MBD2 inh -1, NPR1 activator 6, ABHD4 inh 2, UHRF1 binding 1 and SIAE inh 0.
`O=C(Cc1ccccc1)NNC(=O)c1ccc(NC(=O)c2ccccc2)cc1` gave NPR2 activator 3, rCAG binder 1, HTRA1 inhibitor 4, PRMT1 FP inh -2, TCR CD3 inh -9, MBD2 inh -3, NPR1 activator -1, ABHD4 inh -6, UHRF1 binding 0 and SIAE inh 1.
`COc1cccc(-c2cnc3c(NC=O)cc(-c4ccc(S(C)(=O)=O)cc4)cn23)c1` gave NPR2 activator 16, rCAG binder 9, PRMT1 FP inh 2, TCR CD3 inh -1, MBD2 inh -9, NPR1 activator 3, ABHD4 inh -1, UHRF1 binding -3 and SIAE inh -1.
For Cc1ccc(C)c(/C=N/Nc2nc3ccccc3c(=O)n2O)c1 the results were NPR2 activator -2, rCAG binder 0, PRMT1 FP inh 25*, TCR CD3 inh -3, MBD2 inh 5, NPR1 activator -1, ABHD4 inh 10, UHRF1 binding 1 and SIAE inh 4.
C(=N\Nc1nc2ccccc2s1)/c1cccs1 was read as NPR2 activator -5, rCAG binder 9, HTRA1 inhibitor 13, PRMT1 FP inh 2, TCR CD3 inh -11, MBD2 inh 2, NPR1 activator 15, ABHD4 inh 20, UHRF1 binding 0 and SIAE inh 4.
CCCNC(=O)C1(C)CCN(Cc2cccc(OC(=O)c3ccccc3)c2)C1 (stereo not given) was read as NPR2 activator -4, rCAG binder 2, PRMT1 FP inh -2, TCR CD3 inh -8, MBD2 inh 4, NPR1 activator 1, ABHD4 inh -3, UHRF1 binding 3 and SIAE inh -4.
For COc1ccc(CC(=O)NCc2cccc(CNC(=O)Cc3ccc(OC)c(OC)c3)c2)cc1OC the results were NPR2 activator 6, rCAG binder 10, HTRA1 inhibitor 5, PRMT1 FP inh 8, TCR CD3 inh 0, MBD2 inh 2, NPR1 activator 9, ABHD4 inh 1, UHRF1 binding 1 and SIAE inh -4.
`O=C(NCc1ccco1)C(c1ccncc1)N(C(=O)Cn1nnc2ccccc21)c1ccccc1F` (stereo not given) gave NPR2 activator -19, rCAG binder -1, HTRA1 inhibitor 2, PRMT1 FP inh 0, TCR CD3 inh 8, MBD2 inh 2, NPR1 activator -9, ABHD4 inh 0, UHRF1 binding -2 and SIAE inh 4.

Of the compounds above, these have a nitro group on carbon.
COc1ccc([N+](=O)[O-])cc1Nc1ncnc2ccccc12 was read as NPR2 activator -4, rCAG binder 4, HTRA1 inhibitor -3, PRMT1 FP inh -1, TCR CD3 inh 4, MBD2 inh -2, NPR1 activator -1, ABHD4 inh -2, UHRF1 binding -4 and SIAE inh 3.
`Cc1cc(Nc2ccc([N+](=O)[O-])cc2)nc2ccccc12` gave NPR2 activator -2, rCAG binder 18, HTRA1 inhibitor -3, PRMT1 FP inh -3, TCR CD3 inh -9, MBD2 inh -6, NPR1 activator 4, ABHD4 inh -4, UHRF1 binding 10 and SIAE inh -8.
`O=C(c1ccc(Sc2ccccc2)c([N+](=O)[O-])c1)N1CCOCC1` gave NPR2 activator -1, rCAG binder -3, HTRA1 inhibitor 1, PRMT1 FP inh -4, TCR CD3 inh 5, MBD2 inh 1, NPR1 activator -1, ABHD4 inh -6, UHRF1 binding 1 and SIAE inh -15.

Some of the compounds tested. The share of hits here may be higher or lower than overall.
